Rtt109 Vps75: C. albicans Rtt109 histone acetyltransferase inhibition; Q5AAJ8; purified Rtt109/Vps75, ThioGlo CoA-SH fluorescence, 4 h; inhibition, % at 34.9 µM; 330,000 compounds, 0.16% hits; AID 540336;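 active = inhibition of at least 50% in every replicate; inconclusive = best replicate reaches 50% inhibition but some replicates fall short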
Target sequence (Q5AAJ8 whole entry, looked up): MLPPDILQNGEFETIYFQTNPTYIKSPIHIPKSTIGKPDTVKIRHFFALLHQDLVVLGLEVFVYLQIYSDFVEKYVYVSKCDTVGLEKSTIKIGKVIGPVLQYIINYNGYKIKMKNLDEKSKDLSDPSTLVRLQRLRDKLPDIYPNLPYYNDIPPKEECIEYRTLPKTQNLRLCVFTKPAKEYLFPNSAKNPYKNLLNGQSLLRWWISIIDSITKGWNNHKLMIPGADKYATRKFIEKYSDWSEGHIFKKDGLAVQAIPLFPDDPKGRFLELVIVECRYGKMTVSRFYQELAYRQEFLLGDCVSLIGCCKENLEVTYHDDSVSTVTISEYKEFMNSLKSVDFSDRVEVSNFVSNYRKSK
Wnt bcat act: activates Wnt/beta-catenin signaling in a reporter cell assay. activator, plate reader. activation, % at 9.35 µM. 300,000 compounds, 1.2% hits; in the data active = activation above about 30%, passing the limit was not always enough; inconclusive = no clear call, values can overlap the other calls;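 note: 0% = neutral control wells and 100% = positive control wells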
Tat export inh: E. coli Tat transport inhibition. 340,000 compounds, 0.036% hits. E. coli MC4100 TorA-mCherry Tat export, fluorescence. inhibition, % at 10 µM;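 active = mean replicate inhibition at least 50% and at least half of replicates individually reaching 50%; inconclusive = only one of the two criteria met; inactive = neither criterion met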;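 note: exported cargo escapes ClpAP degradation while cytoplasmic cargo is degraded and loses fluorescence; 0% = median of neutral control wells and 100% = median of NaSCN control wells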
AddAB inh: less growth of phage-infected E. coli with AddAB; E. coli expressing H. pylori AddAB, absorbance growth; AID 435030; 330,000 compounds, 0.29% hits; inhibition, % at 11.9 µM; in the data active = inhibition above about 12%;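 note: 0% = vehicle wells of infected cells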
E coli growth: bacterial growth inhibition, counter-screen for AddAB inhibitors | E. coli V3065 growth, OD600 absorbance, 18 h | inhibition, % at 11.9 µM | 330,000 compounds, 0.27% hits;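 active = inhibition above the campaign's mean inhibition across all tested compounds plus 3 SD, cut at about 9.9% in these data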;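 note: uninfected addAB+ strain grown without phage in ampicillin broth; 0% = DMSO wells and 100% = ciprofloxacin 0.95 µg/ml wells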
DAGLB inh: diacylglycerol lipase beta (human) inhibition; Q8NCG7; HEK293T DAGLB membrane lysate, EnzChek fluorogenic substrate; inhibition, % at 5.17 µM; 340,000 compounds, 0.059% hits; in the data active = inhibition above about 34%;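 note: 0% = enzyme with vehicle and 100% = wells lacking enzyme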
Target sequence (Q8NCG7 whole entry, looked up): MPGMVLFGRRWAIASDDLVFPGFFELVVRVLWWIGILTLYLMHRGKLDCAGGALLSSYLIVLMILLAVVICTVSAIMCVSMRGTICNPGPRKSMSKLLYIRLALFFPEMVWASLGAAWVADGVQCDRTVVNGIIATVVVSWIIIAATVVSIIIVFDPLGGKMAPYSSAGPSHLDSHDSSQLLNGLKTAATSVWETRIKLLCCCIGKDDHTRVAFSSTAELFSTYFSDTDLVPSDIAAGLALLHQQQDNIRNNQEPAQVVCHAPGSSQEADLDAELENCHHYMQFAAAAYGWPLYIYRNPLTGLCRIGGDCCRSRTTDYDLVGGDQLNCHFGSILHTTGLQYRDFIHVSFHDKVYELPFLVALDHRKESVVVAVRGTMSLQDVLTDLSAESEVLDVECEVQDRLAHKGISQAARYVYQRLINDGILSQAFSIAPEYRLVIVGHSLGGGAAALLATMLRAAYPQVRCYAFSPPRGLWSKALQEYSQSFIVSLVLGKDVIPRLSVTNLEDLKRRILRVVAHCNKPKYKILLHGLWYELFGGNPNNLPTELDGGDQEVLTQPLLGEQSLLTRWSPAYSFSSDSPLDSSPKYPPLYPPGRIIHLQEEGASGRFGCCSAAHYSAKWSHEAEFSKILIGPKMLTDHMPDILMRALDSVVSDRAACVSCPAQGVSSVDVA
CAL PDZ inh: human CAL PDZ-peptide interaction inhibition. Q9HD26. purified CAL PDZ, TMR-peptide fluorescence polarization, 1 h. inhibition, % at 20 µM. 330,000 compounds, 0.02% hits. AID 504414;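 active = highest replicate inhibition of at least 40%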;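 note: plate controls were DMSO neutral control wells for no effect and unlabeled competitor peptide control wells for full effect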
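Control set: unlabelled peptide and DMSO controls / Material: purified CerCALP PDZ construct / Timing: 1 h incubation at room temperature before polarization reading / Doses: 20 µM, one dose / Detection: fluorescence polarization (mP)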
phage Ecoli inh: E. coli growth loss with phage present; growth absorbance; 360,000 compounds, 0.26% hits; inhibition, % at 11.9 µM; AID 651602; in the data active = inhibition above about 11%
PfHsp90 set2: growth inhibition of yeast expressing Plasmodium Hsp90; S. cerevisiae expressing PfHsp90, BacTiter-Glo ATP, 48 h; yeast lacking PDR1 and PDR3 efflux regulators; inhibition, % at 9.4 µM; 310,000 compounds, 0.32% hits;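 active = every replicate shows inhibition above about 80%, whatever the replicate mean, limit read from the data; inconclusive = mean inhibition reaches the set limit but some replicate falls short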;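 note: 0% = DMSO neutral controls and 100% = 20 µM radicicol positive controls; yeast relying on Plasmodium falciparum Hsp90 in place of its own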
PvdQ inh: P. aeruginosa PvdQ acylase inhibition. purified PvdQ acylase, fluorescence plate reader. inhibition, % at 10 µM. 340,000 compounds, 0.063% hits. AID 488965; in the data active = inhibition above about 30%, passing the limit was not always enough; inconclusive = no clear call, values can overlap the other calls;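 note: 0% = vehicle neutral wells and 100% = reference inhibitor wells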
An asterisk follows results filed as active; ? = inconclusive; . = not tested or not shown.

SMILES | Rtt109 Vps75 | Wnt bcat act | Tat export inh | AddAB inh | E coli growth | DAGLB inh | CAL PDZ inh | phage Ecoli inh | PfHsp90 set2 | PvdQ inh
Cc1noc(C)c1COc1ccc(C(=O)NCCOc2ccccc2)cc1 | -3.9 | 8.0 | 1.6 | 1.5 | 1.4 | -1.0 | -0.9 | 0.2 | -7.8 | -11.7
Cc1cccc(NC(=O)CSc2nnc(Cn3cnc4ccccc43)o2)c1 | 3.9 | -3.1 | -4.0 | 2.3 | 0.9 | 2.6 | -1.4 | 0.3 | 6.1 | -4.4
O=C(CC(c1ccc(F)cc1)c1ccco1)N1CCCC1 (stereo not drawn) | 5.8 | . | 2.7 | 3.2 | 0.5 | 2.1 | -0.3 | 3.3 | 16.1 | 0.3
COc1ccc2c(c1)CC/C(=C\c1ccc(OC)c(Cn3nc(C)cc3C)c1)C2=O | -2.2 | -15.9 | 8.0 | -0.1 | -0.9 | -10.9 | -0.5 | 2.6 | . | 15.6
O=C(Cn1cnc2ccccc2c1=O)c1ccc2c(c1)OCCO2 | 9.2 | -3.5 | -15.8 | -0.7 | 1.6 | 0.0 | . | 2.2 | -15.1 | -21.2
O=C(NNC1=Nc2ccccc2SC1)c1ccc(F)cc1 | 2.4 | 2.6 | -1.0 | -0.2 | -9.1 | 1.7 | 0.6 | -4.1 | -10.6 | -9.7
CCN1CCN(c2cc(C)c3cc(NC(=S)NCc4cccs4)ccc3n2)CC1 | 6.1 | -1.3 | 9.5 | -0.6 | -4.1 | -0.1 | -0.1 | -1.8 | -13.4 | -2.0
CCc1cc(Cn2nc(-c3ccccc3)cc2C(=O)O)on1 | -6.2 | -2.3 | -6.1 | 3.1 | 2.2 | 0.3 | -0.9 | 2.2 | 8.8 | -2.1
O=C(CSc1ccc(-c2ccco2)nn1)c1ccc(F)cc1 | -0.2 | . | -0.8 | 3.9 | -1.5 | 1.1 | -3.5 | 2.8 | -26.9 | -9.5
COc1ccc(CCNC(=O)COC(=O)c2ccc(C)s2)cc1 | -2.3 | -5.1 | 3.6 | 3.0 | 0.3 | -4.0 | -0.7 | 1.7 | 5.2 | -3.0
Nc1ncncc1-c1ccc2ccccc2c1 | -1.8 | 1.1 | -1.1 | 2.4 | 0.3 | -0.2 | -1.6 | 1.0 | -4.4 | -9.6
O=[N+]([O-])c1cccc(COc2ccc(CN3CCCC3)cc2)c1 | 5.1 | 0.5 | 8.9 | . | . | -1.6 | -0.6 | 0.4 | -1.7 | 5.8
COc1ccc(S(=O)(=O)NCc2cccnc2)cc1C(=O)N1CCCCC1 | -25.9 | -2.8 | -0.9 | 1.0 | 1.9 | 1.6 | -2.6 | 1.6 | 7.0 | -11.9
CN(C(=O)c1ccccc1OCc1ccc(F)cc1)c1c(N)n(Cc2ccccc2)c(=O)[nH]c1=O | 3.8 | -1.7 | 4.0 | . | . | 0.1 | -3.0 | 1.5 | . | 2.8
CC(NC(=O)c1ccco1)C(=O)O (stereo not drawn) | 2.1 | 0.3 | 5.1 | 4.2 | -1.6 | 0.4 | 0.8 | 2.3 | 2.7 | -6.0
Cc1nn(Cc2ccccc2)c2c1C(c1ccccc1)C(C#N)=C(N)O2 (stereo not drawn) | 1.7 | -9.2 | 2.1 | 0.8 | 0.4 | 1.6 | 0.3 | 0.1 | -8.2 | -17.6
O=C(CN(C(=O)c1csnn1)c1ccc(Br)cc1)NC1CCCC1 | 1.4 | -1.9 | 6.7 | 1.8 | 0.9 | 0.8 | -1.9 | 2.3 | 4.2 | -7.8
O=C(O)CCC(=O)N1N=C(c2ccco2)CC1c1ccco1 (stereo not drawn) | 3.7 | 0.7 | 0.7 | 2.6 | 1.9 | -0.6 | 1.7 | 0.6 | -0.1 | 2.4
Cc1c(Cc2ccccc2)sc(/N=C/c2ccc3ccccc3c2)c1C(N)=O | 4.7 | . | -5.5 | 2.3 | -0.8 | 1.2 | -2.1 | . | -26.5 | -3.3
Cc1ccccc1-n1c2nc(=O)n(C)c(=O)c-2cc2ccccc21 | -122.4 | -0.8 | -0.8 | 3.8 | 1.9 | -1.0 | -1.8 | 1.4 | 1.0 | -16.2
CC(C)=CC(=O)Nc1ccc(S(=O)(=O)Nc2onc(C)c2C)cc1 | 0.4 | 0.8 | 6.1 | 1.2 | 0.7 | 0.0 | 0.7 | -0.6 | -6.5 | -13.4
CN(C)CCCN(C(=O)CCOc1ccccc1)c1nc2ccc(F)cc2s1 | -12.7 | -15.2 | 7.5 | . | . | 1.9 | -4.4 | 3.4 | 22.5 | -24.6
O=C1NC2(CCCCCC2)C(=O)N1Cc1ccccc1F | 4.4 | -2.6 | 8.4 | 4.0 | -0.5 | -1.2 | -0.9 | 3.3 | -13.2 | -14.5
CCC(Oc1ccccc1)C(=O)Nc1ccsc1C(=O)OC (stereo not drawn) | 4.7 | . | -3.4 | 3.0 | 1.2 | -9.1 | -1.0 | 2.4 | 5.9 | -5.6
CN(C)S(=O)(=O)c1ccc(C(=O)NCC(=O)N/N=C/c2ccccc2Cl)cc1 | 11.0 | -0.7 | 0.8 | 2.4 | 1.1 | 0.8 | -1.7 | 3.8 | 3.2 | 0.4
CCCCNC(=O)[C@@H]1CC=C[C@@H]2CCN(C3CC3)C(=O)[C@@H]21 | -1.5 | 0.6 | -7.8 | 1.4 | 0.5 | -1.0 | 1.9 | 2.3 | . | -2.3
CC(C)(Oc1ccc(Cl)cc1)C(=O)N1CCN(C(=O)c2ccco2)CC1 | 1.4 | -2.5 | -0.8 | -1.9 | -0.9 | -0.8 | -3.3 | 2.1 | 13.0 | -13.5
O=S(=O)(c1cccc(C(F)(F)F)c1)N1CCN(S(=O)(=O)c2ccc3c(c2)OCCO3)CC1 | 2.9 | . | -10.5 | 2.9 | 2.5 | -2.3 | -0.5 | . | -8.2 | -9.8
Nc1ccc(-c2nc3ccccc3s2)cn1 | 5.7 | 38.3* | -9.3 | 0.0 | -0.9 | -0.2 | -3.1 | 1.8 | -11.4 | -19.5
CCN(CC)c1ccc(NC(=O)CN2CCN(CC(=O)Nc3ccc(F)cc3)CC2)cc1 | -8.8 | . | -4.4 | 2.4 | -0.3 | 2.2 | -3.0 | 1.9 | -3.8 | -15.2
Cc1ccc2nc(C)c(C)nc2c1N | 4.4 | . | -7.9 | 2.4 | -1.3 | -3.5 | -0.9 | -2.2 | 24.7 | -16.0
COC(=O)c1[nH]c2ccccc2c1NC(=O)CN1CCN(Cc2ccc3c(c2)OCO3)CC1 | -1.4 | . | 6.2 | 2.9 | 0.2 | -0.2 | 0.3 | 1.5 | -1.8 | -3.3
Cc1ccc(S(=O)(=O)CCC(=O)OCn2nnc3ccccc3c2=O)cc1 | -2.5 | 1.6 | 0.8 | 2.6 | 2.6 | 0.4 | -1.2 | -0.2 | 19.6 | -14.2
COc1cc(/C=C(/C#N)c2nc3ccccc3[nH]2)ccc1OC(=O)c1ccco1 | -4.5 | . | -6.7 | -0.2 | 0.8 | -3.5 | -2.5 | -0.2 | 14.6 | -10.8
CC(SCc1cn2cc(Cl)ccc2n1)C(=O)O (stereo not drawn) | 2.9 | 2.8 | -2.6 | -2.1 | -1.1 | -1.1 | -0.9 | 2.2 | -32.7 | -15.3
N#Cc1ccc(Sc2nc3ccccc3[nH]2)cc1C#N | 0.3 | -4.1 | -1.1 | 2.4 | 1.5 | -2.0 | -0.6 | 0.9 | . | -13.4
COc1ccccc1NC(=O)CSc1nnnn1C1CCCCC1 | 4.2 | 0.7 | -6.3 | 0.2 | -2.1 | -5.9 | -1.6 | -1.1 | 2.9 | -18.3
COc1cc(NC(=S)NNC(=O)CC(C)C)c(OC)cc1Cl | 6.0 | -0.6 | 9.6 | 1.1 | -0.2 | 2.8 | -0.4 | 5.3 | -13.1 | -1.2
Cc1nnc(SCC(=O)Nc2sccc2C#N)n1Cc1ccccc1 | -1.6 | . | -6.6 | 2.5 | 1.4 | -3.0 | -0.1 | -1.1 | 15.7 | -6.7
O=C(NCC1CCCO1)C(c1ccncc1)N(Cc1cccs1)C(=O)Cn1nnc(-c2ccc(F)cc2)n1 (stereo not drawn) | 8.4 | -0.5 | -6.0 | 1.7 | -1.3 | -0.5 | -2.0 | 2.3 | -51.3 | -2.9
CSc1nnc(-c2sc3cc(C(F)(F)F)cnc3c2-c2ccccc2)n1C | -11.5 | -2.3 | -2.4 | 2.3 | -1.0 | -6.0 | -0.7 | 1.7 | 5.3 | 10.2
COc1cccc(CNC(=O)C2CCN(S(=O)(=O)c3ccc(Br)s3)CC2)c1 | 5.9 | -3.9 | 0.5 | 6.2 | -0.1 | 0.2 | -1.5 | 1.8 | 11.0 | -18.7
CCC(C)Sc1ccc([C@@H]2[C@@H]3C(=O)N(CC)C(=O)[C@@H]3[C@]3(C(=O)OC)CCCCN23)cc1 (stereo partly drawn) | -4.1 | -1.0 | -7.7 | -1.2 | -1.2 | -5.5 | -0.6 | 2.7 | 3.2 | -1.9
O=C(/C=C/c1ccc([N+](=O)[O-])cc1)NCCc1ccc(F)cc1 | -11.1 | -1.4 | -6.1 | 1.0 | 0.5 | -0.2 | -1.6 | 4.7 | 8.5 | -10.9
COc1ccccc1N(Cc1ccccc1)S(=O)(=O)c1cccc(C(=O)Nc2cccc(C)n2)c1 | -5.8 | -0.9 | 1.9 | -1.0 | 0.4 | -9.5 | -2.0 | -3.6 | -6.5 | -10.5
Cn1c(COc2ccc(Cl)cc2)nnc1SCC(=O)Nc1ccc2c(c1)CCC2 | -8.2 | -5.3 | -4.2 | -0.1 | -1.1 | 0.6 | -1.7 | 3.2 | 21.5 | -18.7
CCC1=NN2C(=N)/C(=C\c3cccn3-c3cccc(Cl)c3)C(=O)N=C2S1 | 3.3 | 1.2 | -3.0 | -2.2 | -0.2 | 8.7 | -5.6 | 3.4 | 7.3 | -8.0
O=C(O)c1ccc(-n2ncc3c2/C(=C/c2cccc([N+](=O)[O-])c2)CC3)cc1 | -5.5 | ? | 0.3 | -0.8 | -0.3 | 1.6 | -3.0 | -0.5 | -68.4 | 1.8
CCc1ccc(NC(=O)CC2C(=O)Nc3c2c(=O)n(C)c(=O)n3C)cc1 (stereo not drawn) | 3.5 | -0.9 | -5.2 | -1.4 | -2.9 | -4.0 | -0.9 | 0.2 | 11.0 | -25.9
CCC(C(=O)Nc1ccccn1)c1ccccc1 (stereo not drawn) | 11.5 | -1.6 | 1.5 | -1.8 | -1.3 | -4.2 | -1.6 | 1.5 | -1.5 | 5.6
CC(C)N(CC(=O)Nc1ccc(Cl)cc1C(F)(F)F)C(=O)CCl | -7.8 | -1.0 | 1.5 | -0.3 | -1.3 | 1.7 | -2.2 | 1.2 | 0.1 | 10.6
Cc1ccccc1C(=O)Nc1ccnn1C1CCN(C(C)Cc2ccccc2F)CC1 (stereo not drawn) | 8.0 | -2.9 | 1.6 | 0.5 | -0.9 | -2.9 | -1.8 | -2.2 | -26.0 | -1.8
Cc1cc(NC(=O)c2ccc3nccnc3c2)ccc1Br | -4.0 | 66.4* | -9.9 | 2.2 | 1.7 | 0.2 | -1.9 | 2.5 | 26.7 | -10.6
Cn1cc(S(=O)(=O)N2CCOCC2)cc1C(=O)NCc1ccccc1Cl | 2.9 | -2.0 | -8.3 | -0.5 | -0.3 | 1.8 | -0.9 | 2.4 | 5.1 | -9.6
